HTR5A inv ctr: HTR5A inverse agonism, opioid heterodimer counter-screen. P47898. HTR5A cell line, luminescence. inhibition, % at 9.3 µM. hit rate 0.083% among 340,000. AID 504634; in the data active = inhibition mostly above about 23%, no sharp cut-off; inactive = mostly below about 18%;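 also: 0% = cells with DMSO and 100% = no-cell wells with DMSO; some compounds called inactive have numbers as strong as hits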
Target sequence (P47898 whole entry, looked up): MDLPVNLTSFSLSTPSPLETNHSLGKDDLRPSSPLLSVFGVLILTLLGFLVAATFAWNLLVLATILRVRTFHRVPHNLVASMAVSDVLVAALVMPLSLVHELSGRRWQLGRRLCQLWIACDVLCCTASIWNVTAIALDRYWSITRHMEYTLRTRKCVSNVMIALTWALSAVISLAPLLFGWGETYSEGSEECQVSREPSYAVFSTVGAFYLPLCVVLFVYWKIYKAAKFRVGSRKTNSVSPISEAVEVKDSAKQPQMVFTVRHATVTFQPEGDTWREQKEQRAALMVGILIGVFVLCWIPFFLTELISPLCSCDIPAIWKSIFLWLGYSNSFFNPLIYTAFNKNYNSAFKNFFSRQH
HTR5A ag ctr: counter-screen for OPRM1-OPRD1 agonists: human HTR5A agonism | P47898 | HTR5A agonist assay, luminescence, cell-based | activation, % at 9.3 µM | hit rate 0.61% among 340,000 | AID 504692; in the data active = activation mostly above about 9.5%, no sharp cut-off; inactive = mostly below about 7.6%;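 also: 0% = cells with vehicle only and 100% = reference agonist; strong numbers were not always called active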
V-ATPase pHluor: yeast V-ATPase proton transport regulation by pHLuorin; S. cerevisiae, pHLuorin cytosolic pH fluorescence; response, % at 10 µM; hit rate 0.37% among 350,000; AID 504577; in the data active = response mostly above about 7.3%, no sharp cut-off; inactive = mostly below about 5.4%; also: actives read high; inactives centre near 0; some compounds called inactive have numbers as strong as hits; reference of the scale not given here
PvdQ acylase: blocks Pseudomonas aeruginosa PvdQ acylase activity | purified PvdQ acylase, fluorescence plate reader | inhibition, % at 10 µM | hit rate 0.063% among 340,000; in the data active = inhibition above about 30%, passing the limit was not always enough;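 also: 0% = vehicle neutral wells and 100% = reference inhibitor wells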
NSD2 HMT inh: blocks human histone methyltransferase NSD2. O96028. NSD2 peptide methylation, AlphaScreen, 120 min. inhibition, % at 12.5 µM. hit rate 0.54% among 310,000. AID 743445; in the data active = inhibition above about 50%
MITF act: MITF TRPM1 promoter activation in melanoma cells. hit rate 0.75% among 300,000. activation, % at 12.5 µM. SK-MEL-5 TRPM1-promoter luciferase, 24 h; % of positive control, neutral wells = 0;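 active = mean activation of at least 80% with every replicate also reaching 80%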;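 also: 0% = neutral control wells and 100% = parthenolide positive control wells; values of inactives mirror those of a sister screen read the other way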
CDK5 p35 inh: blocks human CDK5/p35 kinase activity. Q00535+Q15078. Recombinant CDK5/p35, ADP-Glo luminescence, 60 min. inhibition, % at 10 µM. hit rate 0.01% among 330,000. AID 488839;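 active = highest replicate inhibition of at least 50% and at least 75% of replicates reaching 50%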;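 also: plate controls were DMSO neutral control for no effect and GW8510 at 10 µM for full effect; many of its hits are not listed in these tables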
dFosB activator: mouse delta FosB homodimer activation. P13346. purified delta FosB, TAMRA-CDK5 oligo fluorescence polarization; percent of positive-control signal above neutral wells. activation, % at 25 µM. hit rate 0.99% among 340,000;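 active = mean activation above about 17%, with every replicate also reaching it, limit read from the data, passing the limit was not always enough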;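 also: fluorescence polarization rise as delta FosB binds a TAMRA Cdk5 AP-1 oligo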
SR-BI DiI inh: blocks mouse SR-BI lipid uptake from DiI-HDL | ldlA[mSR-BI] CHO cells, DiI-HDL uptake fluorescence, 3 h | AID 488896 | inhibition, % at 12.5 µM | hit rate 0.96% among 320,000 | Q61009;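 active = mean replicate inhibition of at least 70% and a set share of replicates each scoring 70 or more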;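 also: 0% = median of neutral control wells and 100% = median of positive control wells; values of inactives mirror those of a sister screen read the other way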
Target sequence (Q61009 whole entry, looked up): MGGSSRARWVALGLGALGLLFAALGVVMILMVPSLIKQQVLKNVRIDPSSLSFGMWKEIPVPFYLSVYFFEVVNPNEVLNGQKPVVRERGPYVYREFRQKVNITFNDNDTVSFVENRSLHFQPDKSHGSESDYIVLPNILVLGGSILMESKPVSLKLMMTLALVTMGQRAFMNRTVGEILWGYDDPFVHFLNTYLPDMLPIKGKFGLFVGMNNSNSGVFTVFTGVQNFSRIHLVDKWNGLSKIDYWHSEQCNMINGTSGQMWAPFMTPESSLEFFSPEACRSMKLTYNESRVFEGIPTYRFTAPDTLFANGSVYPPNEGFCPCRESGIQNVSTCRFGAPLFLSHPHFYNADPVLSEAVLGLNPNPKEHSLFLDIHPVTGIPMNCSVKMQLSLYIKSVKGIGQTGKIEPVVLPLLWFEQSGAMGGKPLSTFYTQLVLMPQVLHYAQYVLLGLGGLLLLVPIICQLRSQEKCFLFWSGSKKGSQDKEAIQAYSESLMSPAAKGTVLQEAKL
Wnt bcat act: Wnt/beta-catenin pathway activation; Wnt/beta-catenin reporter cell assay, activator, plate reader; activation, % at 9.35 µM; hit rate 1.2% among 300,000; AID 743398; in the data active = activation above about 30%, passing the limit was not always enough;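 also: 0% = neutral control wells and 100% = positive control wells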
An asterisk follows results filed as active; x = not tested or not shown. Not a hit list; about 5% have a hit in one of these screens.

molecule	HTR5A inv ctr	HTR5A ag ctr	V-ATPase pHluor	PvdQ acylase	NSD2 HMT inh	MITF act	CDK5 p35 inh	dFosB activator	SR-BI DiI inh	Wnt bcat act
Cc1cc(Cn2nnnc2-c2ccncc2)cc(C)c1O	7	-2	5	5	2	1	0.2	2	-4	2
Cc1cccc(C)c1OCc1cc(C(=O)NCC2COCCO2)no1 (centres undefined)	-22	2	4	-27	0	-6	0.8	2	6	0
C[N+](C)(C)CCOP(=O)(O)OP(=O)([O-])OC[C@H]1O[C@@H](n2ccc(N)nc2=O)[C@H](O)[C@@H]1O	-30	-1	-1	-7	x	3	-1.0	0	7	x
CC12CN3CC(=O)N4CC5(C)CN(CC(C)(C4)C5=O)C(=O)CN(C1)CC(C)(C3)C2=O	-31	4	-5	-2	-8	15	-0.8	4	-12	x
COc1ccc2nc(SC(C(=O)c3ccccc3)c3ccccc3)nc(C)c2c1 (centres undefined)	10	-4	5	14	-1	5	-0.1	-1	58	-3
Cn1c(NC(=O)c2ccccc2)nc2ccccc21	-14	4	1	-14	-3	x	1.8	-14	-9	19
COc1ccc(CCC(=O)OCC(=O)c2ccc[nH]2)cc1OC	0	0	1	-21	0	-6	-7.8	-8	11	2
Cc1ccc(OCCNC(=O)CCNC(=O)c2ccc(Cl)cc2)cc1	-6	2	1	-7	1	-4	-2.9	0	-22	-4
COc1cccc([C@@H]2CC=C(C(=O)O)[C@H](c3cccc(Cl)c3)N2S(=O)(=O)c2ccc(C)cc2)c1	1	1	3	-2	x	7	-0.9	-9	-6	-1
O=P(CO)(Cc1ccccc1)Cc1ccccc1	11	-5	5	-17	0	-4	-0.4	-3	-20	x
COC(=O)c1ccc(NC(=S)NN2CCCCC2c2cccnc2)cc1 (centres undefined)	-10	-2	-8	7	0	x	0.1	-6	-7	0
Cc1csc(N/N=C/c2c(F)cccc2Cl)n1	7	-2	1	-6	12	19	1.4	1	10	8
CCOc1ccc2nc(NC(=S)N(C)C)sc2c1	2	1	6	-8	0	x	0.6	-10	21	x
Nc1nc(CSCCO)nc(Nc2ccc(F)cc2)n1	0	-3	2	-6	1	-2	x	2	-25	5
O=C(Nc1ccc2oc(-c3ccncc3)nc2c1)c1cccs1	-11	4	-2	-6	-3	36	0.3	0	31	x
CCCCOC(=O)c1ccc(NC(=O)c2ocnc2C)cc1	-24	-3	-3	1	2	-3	-0.1	-18	2	4
CCN(CC)C(=O)c1sc2nc(-c3cccs3)cc(-c3cccs3)c2c1N	-8	-3	0	7	-1	-2	1.2	-9	x	0
O=S(=O)(Nc1ccc(F)cc1)N1CCCCCC1	17	-7	-1	3	-5	-3	-1.3	-6	x	-2
CCc1ccc(OCC2c3cc(OC)c(OC)cc3CCN2C(C)=O)cc1 (centres undefined)	-11	-2	0	-13	7	6	0.0	1	-7	x
Cc1c(CC(=O)O)c(=O)oc2c(C)c3occ(-c4ccccc4)c3cc12	-22	6	5	0	1	1	-0.6	-20	-34	0
CCOC(=O)N1CCN(C(=O)c2ccc3c(c2)NC(=O)/C(=C\c2ccc(OC)c(OC)c2)S3)CC1	-13	-1	4	-12	2	18	3.0	-11	35	0
COc1ccccc1N1CCN(C(=O)c2oc3ccccc3c2C)CC1	12	-1	-2	-4	-1	-35	-0.4	3	18	-6
CC(C)CN(C1CCS(=O)(=O)C1)S(=O)(=O)c1ccc2ccccc2c1 (centres undefined)	0	-6	1	-8	-2	5	2.9	1	1	-4
COC(=O)[C@]1(CC(C)C)N[C@H](c2ccc(-c3ccc(OC)cc3)cc2)[C@@H]2C(=O)N(C)C(=O)[C@@H]21	-14	-6	-1	-3	x	-3	-0.5	6	50	-4
COc1ccccc1CNC(=O)CCCn1c(=O)c2ccccc2n(CC(=O)NC2CCCC2)c1=O	7	2	-1	-18	2	11	1.6	14	-8	-1
CCOc1ccc(OCCC(=O)Nc2cccc(S(=O)(=O)N3CCCC3)c2)cc1	14	1	-5	-1	3	-5	-1.5	-1	-20	-2
Clc1ccc(CN2CCC(Cc3ccccc3)CC2)cc1	-19	-1	1	5	0	4	-0.5	1	-19	-1
Clc1ccc(SCCN2CCNCC2)cc1	-13	5	1	-1	28	6	1.0	-10	-14	-6
COc1ccccc1C(=O)NNC(=O)C12CC3CC(CC(C3)C1)C2	-18	6	3	-17	x	-32	-0.9	-2	x	-1
CC1CCN(c2ccc(NC(=O)c3ccccc3[N+](=O)[O-])cc2)CC1	x	x	1	-4	-2	27	-3.5	-2	38	1
COC(=O)c1ccc(C)c(NC(=O)CCNC(=O)c2ccc([N+](=O)[O-])cc2)c1	7	3	-4	-14	-2	-10	0.0	-1	14	x
COC(=O)c1cccc(NC(=O)CN(c2ccc3c(c2)OCO3)S(C)(=O)=O)c1C	-2	1	-5	1	-1	10	-0.2	2	1	x
COc1ccc(NC(=O)COC(=O)c2cc3c(s2)CCC3)cc1	-22	2	2	-8	1	3	-1.1	-1	-14	x
C#CCOCCOCCOCCNc1nc(N2CCN(C(=O)Cn3cc(CCO)nn3)CC2)nc(N2CCN(C(=O)Cn3cc(CCCCN)nn3)CC2)n1	21	-8	-3	-13	x	1	-0.1	-1	-18	0
Cc1cc(C)c2c(c1)C1(OCCO1)C(=O)N2	8	-2	-1	-7	-4	2	-1.9	-2	-33	5
O=C(NCCc1c[nH]c2ccccc12)C(=O)NCC1OCCN1S(=O)(=O)c1ccccc1 (centres undefined)	-65	36*	-1	-1	1	-6	-1.5	-2	13	10
Cc1ccc(C(=O)c2c(NC(=O)c3ccccc3)sc(C)c2C)cc1	1	0	-2	-6	-2	24	-1.5	-9	50	-4
CCOc1cc(NC(=S)NCC2CCCO2)c(OCC)cc1NC(=O)CC (centres undefined)	1	0	0	-6	-1	-6	-2.2	-6	-18	1
COCCN(C(=O)c1csnn1)C(C(=O)NC1CCCCC1)c1ccccc1F (centres undefined)	10	6	0	0	2	13	-3.3	-4	2	5
COc1ccc(C2CC(c3ccccc3Cl)=NN2c2ccc(S(N)(=O)=O)cc2)cc1 (centres undefined)	-5	1	-1	-140	x	3	-0.7	0	9	-2
COc1ccc(/C=N/NS(=O)(=O)c2ccc(NC(C)=O)cc2)cc1	-26	8	0	1	-1	1	-2.0	2	x	0
CCOc1ccc(/C(CC)=N/NC(=O)C2(C)CC2(Br)Br)cc1 (centres undefined)	19	1	-1	6	-4	8	0.3	-11	-7	-1
Cc1nc(NC(=O)COc2ccccc2)sc1C(=O)Nc1cccc(Cl)c1	-46	18*	1	-20	-2	9	3.4	-6	45	x
CCOC(=O)C(Sc1ncn[nH]1)c1ccccc1 (centres undefined)	-10	1	2	-8	9	x	0.4	-1	-2	-2
O=C(c1cc(-c2ccc(Br)cc2)on1)N1CCOCC1	-3	1	4	9	-3	28	12	-1	-6	16
COc1ccc(CCNC(=O)CCS(=O)(=O)c2ccc(C)cc2)cc1OC	-13	4	-3	7	0	0	-1.6	5	-9	x
CC1CCC(NC(=O)COC(=O)CNC(=O)c2ccc3ccccc3c2)CC1 (centres undefined)	13	2	1	-3	-2	-1	-2.2	-24	-45	1
COc1ccc(CC(=O)Nc2nc(C)cs2)cc1S(=O)(=O)N1CCOCC1	3	8	-3	-4	-5	4	1.1	-3	-10	-1
O=c1c2oc3ccccc3c2[nH]c(=S)n1-c1ccc(F)cc1	3	-1	-4	13	0	1	1.0	-2	-18	-1
CC(C)NC(=O)C(=O)N/N=C/c1ccco1	-3	-2	1	0	1	13	-3.6	2	-19	-1

Additional structures follow:
molecule	HTR5A inv ctr	HTR5A ag ctr	V-ATPase pHluor	PvdQ acylase	NSD2 HMT inh	MITF act	CDK5 p35 inh	dFosB activator	SR-BI DiI inh	Wnt bcat act
COc1ccc(CN2CC(C(=O)NCCCOC(C)C)CC2=O)cc1 (centres undefined)	-2	1	5	-7	-4	-8	-0.2	-1	-29	x
NS(=O)(=O)c1ccc(NC(=O)Cc2cccs2)cc1	-7	6	1	-13	-1	x	-2.3	-1	-5	-1
CC(=O)N1CCOc2ccc(S(=O)(=O)N3CCC(C(=O)Nc4ccc(F)cc4)CC3)cc21	-4	0	2	-21	-4	9	-1.7	-2	-9	-4
O=C1N/C(=N/c2ccccn2)SC1Cc1ccccc1 (centres undefined)	-12	6	0	-9	1	-5	0.7	1	-10	x
Cc1cc(O)ccc1NC(=S)NC(=O)c1cncc(Br)c1	29	-8	2	-18	-1	x	0.9	3	-20	2
COc1ccc(-c2ccc3sc4ccccc4c(=O)c3c2)cn1	-15	5	-7	-9	x	50	-1.0	-5	9	39*
O=C1OC(Sc2ccccc2)(c2ccccc2)c2ccccc21 (centres undefined)	7	-2	-1	-13	0	-3	-2.8	-3	26	-4
O=C(CNC(=O)C1CCCCC1)OCC(=O)c1ccc(Cl)s1	11	-4	3	-17	-1	-4	0.6	-4	-22	-13
O=C(Nc1ccc(-c2cn3c(n2)SCC3)cc1)c1ccc2ccccc2n1	0	-1	0	-15	-3	-13	-0.9	-11	55	-2

Gathered by group: those above containing a nitro group on carbon
molecule	HTR5A inv ctr	HTR5A ag ctr	V-ATPase pHluor	PvdQ acylase	NSD2 HMT inh	MITF act	CDK5 p35 inh	dFosB activator	SR-BI DiI inh	Wnt bcat act
CC1CCN(c2ccc(NC(=O)c3ccccc3[N+](=O)[O-])cc2)CC1	x	x	1	-4	-2	27	-3.5	-2	38	1
COC(=O)c1ccc(C)c(NC(=O)CCNC(=O)c2ccc([N+](=O)[O-])cc2)c1	7	3	-4	-14	-2	-10	0.0	-1	14	x
